Bioassay records (PubChem BioAssay)
CFTR F508del cor: correctors of CFTR F508del function in bronchial epithelial cells; CFBE cells, YFP halide quenching; stimulated with forskolin plus potentiator P3; % fluorescence drop versus neutral controls; AID 720511; activity (quench increase), % at 7.58 µM; 350,000 compounds, 0.36% hits;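 active = mean added fluorescence quench of at least 8% versus neutral control, with both replicates also reaching 8%; inconclusive = only one of the mean or replicate conditions met; inactive = mean below 8% and not both replicates reaching 8%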;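 also: cells transiently co-express mutant CFTR-F508del with the halide-sensitive YFP; corrector assay measuring rescue of mutant channel to the surface after 24 h compound exposure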
ERAP1 inh: blocks human ERAP1 aminopeptidase activity; Q9NZ08; recombinant ERAP1, Leu-AMC fluorescence, 60 min; inhibition, % at 10.7 µM; 340,000 compounds, 0.15% hits; AID 652197;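 active = mean replicate inhibition of at least 30%, or all replicates individually reaching that 30% level; inactive = mean below 30% and not every replicate reaching it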;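 also: 0% = neutral control wells and 100% = L-leucinethiol positive control wells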
ERp5 block: inhibitors of human ERp5; inhibition, % at 9.99 µM; 350,000 compounds, 0.05% hits; ERp5 insulin aggregation, absorbance 650 nm, 90 min; AID 651711; Q15084;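 active = mean replicate inhibition above about 25%, with every replicate also reaching it, limit read from the data, passing the limit was not always enough; inconclusive = only one of those two criteria met; inactive = neither criterion met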
Target sequence (Q15084 whole entry, looked up): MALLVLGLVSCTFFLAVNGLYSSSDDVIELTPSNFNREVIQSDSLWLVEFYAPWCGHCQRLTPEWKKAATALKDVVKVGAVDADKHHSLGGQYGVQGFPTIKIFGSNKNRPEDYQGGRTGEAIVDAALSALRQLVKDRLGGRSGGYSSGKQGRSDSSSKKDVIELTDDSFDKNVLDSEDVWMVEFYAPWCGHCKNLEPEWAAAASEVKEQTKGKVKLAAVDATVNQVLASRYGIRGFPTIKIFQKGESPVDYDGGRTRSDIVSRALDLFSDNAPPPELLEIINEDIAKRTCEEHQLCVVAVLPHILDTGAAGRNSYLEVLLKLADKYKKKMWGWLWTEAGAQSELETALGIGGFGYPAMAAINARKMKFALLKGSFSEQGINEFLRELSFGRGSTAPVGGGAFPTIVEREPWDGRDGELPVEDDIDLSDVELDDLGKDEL
miR-122 sensor: miR-122 inhibition in Huh7 cells; Huh7 miR-122 Renilla luciferase sensor, 48 h; neutral wells = 0, positive control = 100; activation (reporter increase), % at 12.5 µM; 340,000 compounds, 0.3% hits;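 active = mean replicate activation score at least 90 and every replicate individually at or above 90; inconclusive = only one of the two criteria met; inactive = neither criterion met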;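 also: higher luciferase means less miR-122 activity so hits act as miR-122 inhibitors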
DENV2 CPE rescue: inhibitors of DENV2 cytopathic effect. 350,000 compounds, 1.7% hits. DENV2-infected cells, cytopathic effect rescue, plate reader. CPE inhibition, % at 9.99 µM. AID 651640; in the data active = CPE inhibition above about 20%, passing the limit was not always enough; inconclusive = no clear call, values can overlap the other calls; tested in BHK-21 cells;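 also: 0% = median of neutral control wells and 100% = median of positive control wells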
SIRT5 inh: inhibitors of human sirtuin-5 desuccinylase; Q9NXA8; Purified SirT5, succinyl-peptide AMC, trypsin-coupled fluorescence; inhibition, % at 15 µM; 330,000 compounds, 1.1% hits; AID 652115; in the data active = inhibition above about 15%; inconclusive = no clear call, values can overlap the other calls
Target sequence (Q9NXA8 whole entry, looked up): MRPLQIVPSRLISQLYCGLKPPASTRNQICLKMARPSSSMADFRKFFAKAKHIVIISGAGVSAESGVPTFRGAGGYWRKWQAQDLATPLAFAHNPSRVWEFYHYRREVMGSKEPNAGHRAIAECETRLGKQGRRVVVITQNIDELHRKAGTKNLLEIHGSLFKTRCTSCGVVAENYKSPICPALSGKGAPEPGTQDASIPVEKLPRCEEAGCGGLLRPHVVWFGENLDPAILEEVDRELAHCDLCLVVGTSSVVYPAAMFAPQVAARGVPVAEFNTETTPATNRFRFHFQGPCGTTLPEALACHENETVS
Casp6 inh: caspase-6 (human) enzyme inhibition | AID 686996 | inhibition, % at 12.5 µM | purified caspase-6, Z-VEID-R110 cleavage fluorescence | P55212 | 350,000 compounds, 0.53% hits;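 active = mean inhibition across replicates at least about 35%, with every replicate also reaching that limit, limit read from the data; inconclusive = only one of the two criteria met; inactive = neither criterion met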;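 also: 0% = median of neutral control wells and 100% = no fluorescence left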
Target sequence (P55212 24-179 limits assumed): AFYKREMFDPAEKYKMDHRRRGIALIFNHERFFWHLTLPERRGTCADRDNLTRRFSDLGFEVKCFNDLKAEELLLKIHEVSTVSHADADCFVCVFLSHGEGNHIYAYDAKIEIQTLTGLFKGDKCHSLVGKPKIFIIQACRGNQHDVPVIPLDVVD
Target sequence (P55212 194-293 limits assumed): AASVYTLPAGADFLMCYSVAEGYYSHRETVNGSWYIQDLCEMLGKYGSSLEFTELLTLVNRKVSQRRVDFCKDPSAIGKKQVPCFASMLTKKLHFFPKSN
Numbers without * were called inactive; u = inconclusive; x = not tested or not shown; [ ] = remark or other dose.

SMILES	CFTR F508del cor	ERAP1 inh	ERp5 block	miR-122 sensor	DENV2 CPE rescue	SIRT5 inh	Casp6 inh
CCOc1ccc(S(=O)(=O)N/N=C\c2ccc3c(c2)OCO3)cc1	-1.4	0	-9	24	2	-2	1
CC1CCC(NCCNC(=O)c2ccco2)CC1 (stereo not given)	-0.6	-3	4	3	0	-3	-3
CC(=C/c1ccccc1)/C=N/NC(=O)c1cccs1	x	0	8	-1	u	1	4
CC(C)(C)C1=NN=C2c3ccccc3C(=O)C21 (stereo not given)	1.2	-1	-2	-10	2	0	-2
COc1ccccc1-c1cn(CC[C@H]2CC[C@@H](NC(=O)C3CCC3)[C@@H](CO)O2)nn1	0.2	-1	1	9[16.7 µM]	11	6	1
Cc1ccc(S(=O)(=O)N(CC2CO2)c2cccc([N+](=O)[O-])c2)cc1 (stereo not given)	-0.1	-5	0	-2	-4	-3	1
CCOc1ccc(S(=O)(=O)NCc2cccs2)cc1C(C)C	0.3	1	0	x	0	1	5
COc1ccccc1-c1cn(-c2ccccc2)c(=S)[nH]1	1.5	0	2	x	u	-1	-4
Cc1ccc(S(=O)(=O)CCC(=O)NCc2ccccc2F)cc1	-2.1	3	7	x	6	0	0
CC1CN(C(=S)SCC(=O)c2ccc([N+](=O)[O-])cc2)CC(C)O1 (stereo not given)	2.4	-1	1	-1	6	-2	-3
O=C(OCc1ccccc1)N1CCC2CC1c1cc(N3CCN(S(=O)(=O)c4cccc(C(F)(F)F)c4)CC3)ccc12 (stereo not given)	-0.2	1	2	-3	0	0	0
C[C@@H]1CN([C@@H](C)CO)C(=O)c2cc(/C=C/c3ccccc3)cnc2O[C@H]1CN(C)Cc1cncnc1	-1.0	1	-6	-5[16.7 µM]	18	-5	2
COc1cccc(NC(=O)N[C@@H]2C=C[C@H](CC(=O)N3CCOCC3)O[C@@H]2CO)c1	-1.8	2	9	x	4	-1	2
COCc1ccc(-c2c(-c3cc(OC)cc(OC)c3)oc(=O)c3cc(OC)c(OC)cc23)cc1	-1.7	-5	-3	-7	19	x	x
O=C(O)c1cc([N+](=O)[O-])ccc1NCc1cccnc1	-0.9	2	-4	20	1	1	-4
COc1ccc(CNC(=O)C2CCN(S(=O)(=O)c3ccc(SC)cc3)CC2)cc1	1.8	-3	-2	0	4	1	10
Cc1cc(C(F)(F)F)n2nc(-c3cccs3)cc2n1	1.4	8	0	x	-2	-2	0
NC(=S)Nc1cccc(-c2n[nH]c(=S)o2)c1	-0.7	x	-4	x	-1	3	5
CCCN(CC(=O)Nc1ccccc1C)C(=O)C1CCN(S(=O)(=O)c2cccc(C(F)(F)F)c2)CC1	-0.4	1	1	-5	2	0	-178
O=C(C[C@@H]1C=C[C@H](NS(=O)(=O)c2ccccc2)[C@@H](CO)O1)NCc1ccc(Cl)c(Cl)c1	4.6	-1	10	x	0	-2	3
O=C(Nc1cccc(Cl)c1)N[C@@H]1CC[C@@H](CCNC(=O)C2CCCC2)O[C@@H]1CO	-3.8	0	-2	3[16.7 µM]	-11	5	2
COCc1c(C(=O)N/N=C/c2cccc3ccccc23)nnn1-c1nonc1N	0.6	1	-2	-1	-2	-4	-3
CCN1C(=O)N(C)[C@@H](c2ccccc2)C(C(C)=O)=C1C	-0.1	x	2	x	0	x	-1
COc1ccc(CNC(=O)C[C@H]2C[C@@H]3c4cc(NC(=O)NC5CCCC5)ccc4O[C@@H]3[C@@H](CO)O2)cc1	0.3	-1	0	3[16.7 µM]	1	-1	0
C=CCN(c1ccccc1C(=O)O)S(=O)(=O)c1ccc(NC(=O)OC)cc1	-0.6	-1	-2	4	-7	-4	4
O=C(COc1ccccc1)NCC(=O)N/N=C/c1ccc(Cl)cc1	0.1	0	4	x	-2	-4	-1
C[C@@H]1CN([C@H](C)CO)C(=O)Cc2cc(NS(=O)(=O)c3cccs3)ccc2O[C@@H]1CN(C)Cc1ccc(C(=O)Nc2ccccc2N)cc1	0.8	-5	3	x	-1	1	-1
COc1ccc(OC)c(/C=N/NC(=O)CNC(=O)c2ccc(S(=O)(=O)N3CCCC3)cc2)c1	-0.3	-4	2	x	-5	-5	3
Cn1cc(CNC(=O)c2ccc3nc(Cc4ccccc4F)oc3c2)cn1	1.9	3	0	x	8	-2	4
O=C(C1CCOCC1)N1C[C@H]2[C@@H](c3ccccc31)[C@H](CO)N2C(=O)Nc1ccccc1F	1.4	0	-4	14[16.7 µM]	6	3	0
CCCC(=O)Nc1ccc2c(c1)C(=O)N(C)C[C@H](OC)[C@H](C)CN(Cc1cncnc1)[C@@H](C)CO2	0.9	4	0	x	7	0	0
CCn1c(C)nc2cc(C(=O)N/N=C/c3cccc(O)c3O)ccc21	3.5	14	0	1	-3	-1	0
Nc1ccc(-c2cnc3ccccc3n2)cc1	-4.0	-2	x	-4	-1	1	0
O=C(c1ccccc1)N1C[C@@H]2[C@H](c3ccccc31)[C@@H](CO)N2C(=O)Nc1ccccc1Cl	-0.7	0	1	7[16.7 µM]	1	1	3
C[C@H](CO)N1C[C@H](C)[C@@H](CN(C)C(=O)Nc2ccc(F)cc2)Oc2c(NC(=O)c3cnccn3)cccc2C1=O	-2.8	1	2	-1[16.7 µM]	u	1	0
O=C(CSC(=S)N1CCCC1)N1CCN(S(=O)(=O)c2ccccc2F)CC1	3.9	1	-5	-4	-7	0	5
O=C1N/C(=N\N=C\c2ccco2)SC1Cc1ccccc1[N+](=O)[O-] (stereo not given)	-3.8	x	3	x	0	-5	0
CCC(Sc1nc2ccsc2c(=O)n1Cc1ccc(C(=O)O)cc1)C(=O)Nc1ccc(C)c(Cl)c1 (stereo not given)	-4.7	-24	6	3	-4	4	22
COc1cccc(/C=N/Nc2ncnc3c2ncn3Cc2ccccc2)c1O	x	1	-2	x	-3	6	3
O=Cc1c(SCCO)nc2ccccn2c1=O	1.7	-1	1	-3	0	4	2
C[C@@H]1CN([C@H](C)CO)C(=O)c2cc(NC(=O)c3ccccc3)ccc2O[C@@H](C)CCCCO[C@H]1CN(C)Cc1ccc(C(=O)O)cc1	0.4	1	-4	4[16.7 µM]	11	-3	3
COCC1CCCN(Cc2cn(-c3ccccc3)nc2-c2ccc3c(c2)OCO3)C1 (stereo not given)	-1.3	x	-1	3	10	-11	-3
O=C1CNC(=S)N1CCOc1ccccc1	-0.3	1	0	-2	12	1	0
Cc1ccc(S(=O)(=O)N2CCC(C(=O)OCC(=O)N(C)Cc3ccccc3)CC2)cc1C	-0.1	-2	3	x	-5	20*	2
Cc1noc(C)c1S(=O)(=O)Nc1ccc2c(c1)C(=O)N([C@@H](C)CO)C[C@@H](C)[C@H](CN(C)C(=O)Cc1ccccc1)OCCCC[C@@H](C)O2	0.3	0	7	4[16.7 µM]	19	-1	-3

Whole records, quoted from the list:
Entry for O=C(Nc1cccc(Cl)c1)N[C@@H]1CC[C@@H](CCNC(=O)C2CCCC2)O[C@@H]1CO → CFTR F508del cor: -3.8; ERAP1 inh: 0; ERp5 block: -2; miR-122 sensor: 3[16.7 µM]; DENV2 CPE rescue: -11; SIRT5 inh: 5; Casp6 inh: 2
Entry for CCn1c(C)nc2cc(C(=O)N/N=C/c3cccc(O)c3O)ccc21 → CFTR F508del cor: 3.5; ERAP1 inh: 14; ERp5 block: 0; miR-122 sensor: 1; DENV2 CPE rescue: -3; SIRT5 inh: -1; Casp6 inh: 0

The listing continues:
SMILES	CFTR F508del cor	ERAP1 inh	ERp5 block	miR-122 sensor	DENV2 CPE rescue	SIRT5 inh	Casp6 inh
C[C@@H]1CN([C@@H](C)CO)C(=O)c2cc(NS(=O)(=O)c3ccc(F)cc3)ccc2O[C@@H](C)CCCCO[C@@H]1CN(C)S(=O)(=O)c1ccccc1	-0.2	-3	-4	1[16.7 µM]	2	8	-2
O=C(Nc1ccccc1C(=O)Nc1ccncc1)c1cccc([N+](=O)[O-])c1	-2.5	-4	4	x	5	0	3
O=C(C[C@H]1CC[C@@H]2[C@H](COC[C@@H](O)CN2C(=O)c2ccccc2F)O1)N1CCCCC1	-0.2	2	-2	5[16.7 µM]	-5	3	-2
CCOC(=O)C1CCN(C(=O)c2cc(COc3ccc(OC)c4ccccc34)on2)CC1	-0.8	-8	0	-6	0	-2	3
COc1ccc(C(=O)NC(=S)Nc2ccc3oc(=O)ccc3c2)cc1OC	x	2	-2	0	1	2	1
Cc1noc(C)c1NC(=O)N(C)C[C@@H]1Oc2ccc(NC(=O)CCCN(C)C)cc2C(=O)N([C@@H](C)CO)C[C@H]1C	-1.8	-1	4	25[16.7 µM]	-11	-3	2
Cc1cc(SCC(=O)OCC(=O)N(C)c2ccccc2)nc2ccccc12	2.9	0	0	x	14	4	5
Cc1oc(-c2ccccc2F)nc1CS(=O)(=O)CC(=O)NC1CCCC(C)C1C (stereo not given)	-0.2	-2	3	x	1	0	-1
CCCN1C[C@H](C)[C@@H](OC)CN(C)C(=O)c2cc(NC(=O)CC(F)(F)F)ccc2OC[C@@H]1C	-0.3	1	x	x	-8	-3	4
C[C@H](CO)N1C[C@H](C)[C@@H](CN(C)C(=O)Nc2ccccc2)Oc2ccc(NS(=O)(=O)c3cn(C)cn3)cc2CC1=O	2.5	1	-1	-10[16.7 µM]	-4	4	-1
CN(C)CCNC(C(=O)Nc1cccc(S(=O)(=O)N2CCOCC2)c1)c1ccccc1 (stereo not given)	-1.7	-4	-6	1	-6	-3	-10
O=S(=O)(NC[C@@H]1CC[C@@H]2[C@@H](CN2Cc2cccc(-c3ccccn3)c2)O1)c1ccccc1	-2.2	1	6	x	-5	-6	-2
COc1ccccc1NS(=O)(=O)c1cc(NC(=S)NCC2CCCO2)ccc1C (stereo not given)	-2.8	-4	-4	99*	14	-4	2
CNC[C@H]1Oc2cc(-c3cccnc3)ccc2S(=O)(=O)N([C@H](C)CO)C[C@@H]1C	1.4	-2	4	-3[16.7 µM]	8	-4	2
Cc1nn(C)c(Oc2ccccc2)c1CCNC(=O)CC(C)C	0.8	3	2	5	5	-2	-3
O=C1NCCCC1C(=O)N/N=C/c1cccc([N+](=O)[O-])c1 (stereo not given)	-0.3	1	6	1	8	1	0
COc1ccccc1N1CCN(C(=O)CN2C(=O)c3cccc4cccc(c34)C2=O)CC1	-0.3	0	-2	-3	10	1	2
COc1ccc(C(CNC(=O)c2ccc(NS(=O)(=O)c3ccc(F)c(C)c3)cc2)N2CCOCC2)cc1 (stereo not given)	0.7	1	3	-3	2	-5	1
CCn1ccnc1CN(C)C(=O)c1cc(COc2ccc(-n3cncn3)cc2)on1	-0.5	1	3	-2	-3	-2	-1
C=C(C)COc1ccc(-c2nc(N)ncc2-c2ccccc2OC)c(O)c1	1.1	-1	13	-2	-8	0	2
CC(C)[C@H](NC(=O)c1ccccc1)C(=O)NCCc1ccccc1	-1.9	4	-1	x	3	-3	-3
COc1ccc(-n2c(=O)c(NC(=O)c3ccccc3)c3n(c2=S)CCCCC3)cc1	-1.8	-1	0	-2	-4	-3	-5
CC(=O)NC(c1ccccc1)c1nc(-c2cnc3ccccc3c2)cs1 (stereo not given)	-2.1	7	1	3	8	-1	-2
CN(C)c1ccc2c(c1)[C@@H]1C[C@H](CC(=O)NCCN3CCCCC3)O[C@H](CO)[C@@H]1O2	-1.4	1	0	12[16.7 µM]	6	-5	0
CC(C)CCN1CCC(CN2C(=O)C(=O)NC[C@@H]2CC(C)C)CC1	-3.9	x	-2	-5	1	-4	1
CC(=O)NC(C)Cc1cn(Cc2ccccc2)c2ccccc12 (stereo not given)	0.0	-2	-1	-3	-1	-6	-2
CC1(c2ccccc2)NC(=O)N(CC(=O)Nc2ccc(S(=O)(=O)Nc3ncccn3)cc2)C1=O (stereo not given)	-1.1	0	6	x	0	-8	15
O=C(N[C@H]1CC[C@@H](CCNS(=O)(=O)c2ccc(Cl)cc2)O[C@H]1CO)c1cccnc1	1.5	-1	2	x	-7	-3	-9
Cc1cc(C)n2nc(C(=O)OCC(=O)Nc3ccc(C)c(S(=O)(=O)N(C)C)c3)nc2n1	-1.4	1	-7	-10	19	1	6
